# High-throughput results from PubChem.
# OX1R antag-1: antagonists of human orexin 1 receptor (OX1R); O43613; OX1R-expressing cells, FRET antagonist read-out; inhibition, % at 6.6 µM; actives 1.8% (n = 330,000); AID 485270; in the data active means inhibition mostly above about 38%, no sharp cut-off; inactive means mostly below about 40%;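 further: 0% = agonist challenge alone and 100% = reference antagonist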
# Target sequence (O43613 whole entry, looked up): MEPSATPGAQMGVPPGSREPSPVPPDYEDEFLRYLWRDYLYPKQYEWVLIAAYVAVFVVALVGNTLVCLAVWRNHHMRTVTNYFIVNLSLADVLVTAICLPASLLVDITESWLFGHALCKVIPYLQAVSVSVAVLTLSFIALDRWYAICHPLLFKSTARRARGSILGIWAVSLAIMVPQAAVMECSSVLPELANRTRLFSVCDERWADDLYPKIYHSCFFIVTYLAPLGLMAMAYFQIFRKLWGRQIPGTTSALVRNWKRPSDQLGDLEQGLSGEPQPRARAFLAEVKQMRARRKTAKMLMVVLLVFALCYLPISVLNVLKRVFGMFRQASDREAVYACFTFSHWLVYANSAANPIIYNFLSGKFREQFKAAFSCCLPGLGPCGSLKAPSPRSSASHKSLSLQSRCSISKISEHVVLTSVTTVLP
# OX1R antag-2: blocks the human orexin 1 receptor; actives 0.43% (n = 330,000); inhibition, % at 5 µM; AID 434989; O43613; CHO/OX1R cells, Fluo-8 calcium fluorescence, orexin A;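 active means inhibition above its plate's threshold, mean inhibition of all tested compounds on the plate plus 3 SD, cut at about 37% in these data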;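 further: 0% = orexin A challenge wells and 100% = SB-334867-A antagonist wells; not every result past the cut was called active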
# Starred values were filed as active, the others as inactive.
OX1R antag-1 | OX1R antag-2 | structure
21 | -18 | COc1ccccc1NC(=O)Cc1nnc(SCC(=O)NC2CCCCC2)n1C
0 | -7 | Cc1ccc(-c2nnn(CCC(=O)NC3CCCC3)n2)cc1
53 | 10 | N/C(=N\OC(=O)c1ccc([N+](=O)[O-])cc1)c1ccccn1
11 | 8 | Cc1nnsc1-c1c(C(=O)N2CCOCC2)c(C)nn1-c1ccc(Cl)cc1
24 | -34 | c1ccc(-c2ccccc2OCCCCN2CCCCC2)cc1
-5 | -1 | Cc1[nH]c2ccc(C(=O)N3CCN(Cc4ccccc4)CC3)cc2c1C
5 | -5 | CN1CC(=O)N(CC(=O)Nc2cccc(S(=O)(=O)N3CCOCC3)c2)C1=O
8 | -15 | CCOc1ccc(C2C(C#N)=C(N)N(c3sc4c(c3C#N)CCCC4)C3=C2C(=O)CCC3)cc1 (centres undefined)
12 | -15 | CN(c1ccc(C(=O)N2CCN(c3ccc(F)cc3)CC2)cc1)S(C)(=O)=O
13 | -16 | CCn1c(C(=O)N2CCCC(C(=O)O)C2)cc2sccc21 (centres undefined)

# 2 records drawn at random from those above, as already listed:
OX1R antag-1 | OX1R antag-2 | structure
13 | -16 | CCn1c(C(=O)N2CCCC(C(=O)O)C2)cc2sccc21 (centres undefined)
8 | -15 | CCOc1ccc(C2C(C#N)=C(N)N(c3sc4c(c3C#N)CCCC4)C3=C2C(=O)CCC3)cc1 (centres undefined)

# The main list resumes, repeating the 4 entries before the break.
OX1R antag-1 | OX1R antag-2 | structure
5 | -5 | CN1CC(=O)N(CC(=O)Nc2cccc(S(=O)(=O)N3CCOCC3)c2)C1=O
8 | -15 | CCOc1ccc(C2C(C#N)=C(N)N(c3sc4c(c3C#N)CCCC4)C3=C2C(=O)CCC3)cc1 (centres undefined)
12 | -15 | CN(c1ccc(C(=O)N2CCN(c3ccc(F)cc3)CC2)cc1)S(C)(=O)=O
13 | -16 | CCn1c(C(=O)N2CCCC(C(=O)O)C2)cc2sccc21 (centres undefined)
6 | -3 | CCOC(=O)C1CCN(C(=S)NC2CCCC2)CC1
10 | -14 | COc1ccc(C(=O)Nc2ccc(C3(C#N)CCCC3)cc2)cc1OC
2 | -22 | COc1cccc(CNC(=O)CCCC(=O)NC(C)CCc2ccccc2)c1 (centres undefined)
5 | -22 | Cc1cc(C)c(OCC(=O)Nc2ccc(S(=O)(=O)N3CCCC3)cc2)c(C)c1
12 | 1 | CC(C)CCNC(=S)Nc1ccc(Br)cc1
12 | -2 | CC1CCCCN1C(=O)CSc1nnc(-c2cccnc2)o1 (centres undefined)
9 | -6 | Cc1noc(C)c1S(=O)(=O)Nc1cc(C(F)(F)F)ccc1N1CCOCC1
17 | -12 | O=C(Oc1ccc(-c2cnc3ccccc3n2)cc1)c1cc([N+](=O)[O-])ccc1Cl
2 | -16 | O=C(OCC(=O)N1CCc2ccccc21)[C@@H]1CCCN1S(=O)(=O)c1ccccc1F
28 | -22 | CC(=O)c1ccc2c3c(cccc13)CC2
2 | -15 | CC(OC(=O)Cc1n[nH]c(=O)c2ccccc12)C(=O)Nc1ccc(F)cc1Cl (centres undefined)
15 | -3 | Cc1[nH]n(-c2ccc(Br)cc2)c(=O)c1C=Nc1ccc(S(=O)(=O)Nc2nccs2)cc1
6 | 1 | COc1ccc(NC(=O)Cn2c(-c3ccc(OC)cc3)cn(-c3ccc(C)cc3)c2=O)cc1
24 | -28 | COc1ccc([N+](=O)[O-])cc1N/C(=N/S(=O)(=O)c1ccccc1)c1ccccc1
37 | -19 | Cn1cnnc1Sc1ccc(CN2CCN(C3CCCC3)C(CCO)C2)o1 (centres undefined)
21 | -35 | Cc1noc(C)c1CSc1nnc(-c2ccccc2F)n1CCc1ccccc1
22 | -23 | C=CCN1C(c2ccccc2)=CS/C1=C(\C#N)c1nnc2n1CCCCC2
16 | -8 | O=C(CSc1ccc(F)cc1)NNC(=O)c1ccccc1Br
-1 | -5 | COC(=O)c1[nH]c2ccc(Br)cc2c1NC(=O)Oc1ccccc1
8 | -17 | O=C(CSc1nn(-c2ccc(F)cc2)c(=S)s1)NC1CCS(=O)(=O)C1 (centres undefined)
23 | -9 | CC1(C)Cc2c(c(-c3ccco3)nc3n[nH]c(N)c23)CO1
23 | -29 | Oc1ccc(-c2nnc(-c3ccccc3)c(-c3ccccc3)n2)cc1
7 | -9 | O=C(NCCc1cccs1)C1CC1
8 | 1 | O=C1Nc2ccccc2C1=Nc1ccc(S(=O)(=O)Nc2nccs2)cc1
14 | -19 | CS(=O)(=O)N1CCCC(C(=O)Nc2ccc3c(c2)OCCO3)C1 (centres undefined)
9 | 3 | Cc1c(Cl)cccc1NC(=O)Cn1nnc(C(=O)NCc2cccs2)c1N
23 | -7 | CCCn1c(N)c(C(=O)CSc2nnc(-c3ccco3)n2Cc2ccccc2)c(=O)[nH]c1=O
18 | -42 | CCN1CCN(c2c(Cl)cccc2NC(=O)c2cc3ccccc3o2)CC1
36 | -12 | c1ccc(OCCCc2nc(-c3ccncc3)no2)cc1
14 | -69 | CCC1SC(CC)C(=O)N(CC(=O)Nc2ccc3c(c2)OCO3)C1=O (centres undefined)
5 | 3 | O=S(=O)(NCCc1ccc(Cl)cc1)c1cccc2cccnc12
10 | -20 | COc1ccc([C@H]2CC(=O)C=C(c3cc(Br)ccc3OC)C2)cc1
14 | -20 | CCN(c1cccc(C)c1)S(=O)(=O)c1ccc2c(c1)NC(=O)CCS2
0 | -26 | CCC(C)(C)NC(=O)C(c1ccccn1)N(C(=O)c1csnn1)c1ccc(C)cc1 (centres undefined)
17 | 0 | CCc1nc(SCc2ccc(F)cc2)n[nH]1
26 | -8 | O=C(O)c1ccc(N2C(=O)CSC2c2cccc([N+](=O)[O-])c2)cc1 (centres undefined)
10 | -6 | Cc1ccc(C(=O)NNC(=O)COc2ccc(Cl)cc2C)o1
11 | 3 | O=S(=O)(NCc1ccccc1Cl)c1ccc(-n2cnnn2)cc1
18 | -30 | Cc1cccc(NC(=O)CSc2ccc(-c3ccco3)nn2)c1C
17 | -5 | CCCn1c(SCC(=O)Nc2ccc(NC(C)=O)cc2)nc2c1c(=O)n(C)c(=O)n2C
24 | -22 | CN1CCN(CC(=O)N(Cc2c(C#N)c3ccccc3n2C)c2ccccc2)CC1
47* | 4 | Cc1cc(C(=O)COC(=O)c2ccc(N)c([N+](=O)[O-])c2)c(C)n1-c1ccc2c(c1)OCO2
11 | -13 | CCOCCCn1c(SCC(=O)N(C)C2CCS(=O)(=O)C2)nc2ccccc2c1=O (centres undefined)
24 | -24 | CCn1c(C(=O)NCCCN2CCc3ccccc3C2)cc2sccc21
15 | -12 | COc1ccc(N2CCN(C(CNS(=O)(=O)c3ccc4c(c3)OCCO4)c3ccco3)CC2)cc1 (centres undefined)
19 | -7 | C/C=C/CSc1nc2c(c(=O)[nH]c(=O)n2C)n1CCC
13 | -22 | Clc1cccc(-c2nc(NCCN3CCOCC3)c3ccccc3n2)c1
38* | 6 | CN(C)c1nc(N)nc(CSc2ncc(Cl)cc2Cl)n1
42 | 20 | CC1(C)SC(=S)N(/N=C/c2ccccc2)C1N(O)C(=O)Nc1ccc([N+](=O)[O-])cc1 (centres undefined)
21 | -19 | O=C1C2ON(c3ccccc3)C(c3ccncc3)C2C(=O)N1c1ccccc1 (centres undefined)

# More structures follow.
OX1R antag-1 | OX1R antag-2 | structure
6 | -9 | Cc1ccc(NNC(=O)C(=O)N2CCCCC2)cc1
26 | -31 | O=C(CSc1ncn[nH]1)Nc1cccc2ccccc12
25 | -1 | O=C(O)C/C(=C\c1ccc2c(c1)OCO2)c1nc2ccccc2s1
25 | -15 | O=C(c1cnn2c(C(F)(F)F)cc(-c3ccco3)nc12)N1CCCCCC1
26 | -15 | Cc1cccc(NC(=O)C23CCC(C)(C2Br)C3(C)C)c1 (centres undefined)
7 | -29 | Cc1cccc(OCCCC(=O)N2CCCc3ccccc32)c1C
11 | 5 | O=C(O)CCc1nnc2n(Cc3ccc(F)cc3)c(=O)c3ccccc3n12
24 | -5 | CCOc1ccc(NC(=O)CSc2nc(O)c(C)c(=O)n2-c2ccc(F)cc2)cc1
18 | -3 | CCCN1C(=O)NC2(O)C(=O)c3ccccc3C12O (centres undefined)
23 | -10 | COc1ccccc1Nc1nn2c(=O)c3ccc(C(=O)N4CCCC(C)C4)cc3nc2s1 (centres undefined)
0 | -40 | COc1ccc(CCNc2nc(=S)[nH]c3cc(OC)c(OC)cc23)cc1OC
27 | -12 | CC(C)Nc1ncnc2c1cnn2-c1ccc(Cl)cc1
19 | -6 | CCCCn1c(=O)[nH]c(=O)c2c1nc(-c1ccc(-c3ccccc3)cc1)n2C
2 | -30 | CCOC(=O)C1=NN(c2ccc(OC)cc2)C2C(=O)N(c3ccccc3OC)C(=O)C12 (centres undefined)
22 | -3 | CCO/C([O-])=N/c1sn[n+](C)c1C
21 | -24 | Cc1nccn1CCN(C)Cc1cn(Cc2ccccc2)nc1-c1ccc2c(c1)OCO2
7 | 23 | CC1=CC2=NC(=O)/C(=C/c3coc4ccc(Cl)cc4c3=O)C(=N)N2O1
9 | -1 | Nc1ccc(-c2nc3ccc(N)cc3[nH]2)cc1
12 | -13 | Cc1nc2ccccc2c(=O)n1NC(=O)c1ccccc1Cl
4 | 12 | CCn1cc(Cl)c(C(=O)N2N=C(c3ccc4ccccc4c3)CC2c2ccccc2O)n1 (centres undefined)
7 | -13 | COc1ccc(C2/C=C\CC(NS(=O)(=O)c3ccc(C)cc3)CC(=O)N2Cc2ccccc2F)cc1 (centres undefined)
12 | -20 | CCCCC(CC)C(=O)NCc1ccccc1OC (centres undefined)
8 | 10 | N#CC1=C2Sc3ccccc3N2CCCC1=O
18 | -4 | Cc1ccc(S(=O)(=O)N/N=C/c2ccc(O)c(O)c2)cc1[N+](=O)[O-]
5 | -26 | CC(C)CC1NC(=O)c2ccccc2-n2c1nc1ccc(Cl)cc1c2=O (centres undefined)
22 | -18 | O=Cc1c(-c2ccc(F)cc2)nc2ccccn12
35 | -14 | O=C(NC1CCSc2ccccc21)c1cc(S(=O)(=O)N2CCOCC2)ccc1F (centres undefined)
32 | -31 | CCOCCCNC(=O)C(c1ccccc1)N(Cc1ccc2c(c1)OCO2)C(=O)c1ccccc1O (centres undefined)
-5 | -13 | Brc1cccc(CNCc2ccncc2)c1
6 | -19 | CCCNC(=O)NC(=O)CSc1nc2cc(C(=O)OC)ccc2c(=O)n1-c1ccccc1
29 | -3 | COc1ccc2c(-c3ccccc3)cc(SCC(N)=O)nc2c1
10 | -27 | Brc1ccc(-c2noc(CCc3ccccc3)n2)o1
52 | -12 | COC1=C(Nc2ccc(O)cc2)C(=O)c2ccccc2C1=O
4 | -5 | Cc1ccc(C(O)(COC(=O)C(C)C)COC(=O)C(C)C)c(O)c1
46* | -22 | O=C(NC1CC1)c1ccc2c(c1)N(Cc1ccc(Cl)cc1)CCS2
25 | -9 | O=[N+]([O-])c1ccc(COn2nnc3ccccc32)cc1
21 | -26 | CCn1c(=O)n(CC)c2cc(S(=O)(=O)Nc3ccccc3C)c(C)cc21
11 | -10 | COc1ccc(CN2C(=NC(=O)C3CC3)SC3CS(=O)(=O)CC32)cc1 (centres undefined)
28 | -32 | Cc1cccnc1NC(=O)c1ccc(Cl)c(S(=O)(=O)N2CCCCCC2)c1
3 | -16 | Cc1cc(C)c(NC(=O)C2CCCN2C)c(C)c1 (centres undefined)
6 | -29 | CC(C)Nc1nc(-c2ccncc2)nc(-c2ccc(Cl)cc2)c1C#N
2 | -9 | COCC(=O)NC1CCCCCC1
25 | -28 | COc1cccc(OC)c1NC(=O)NC(=O)c1c(OC)c(Br)cc([N+](=O)[O-])c1OC
18 | -7 | CCCNC(=O)COC(=O)c1ccc(-c2ccccc2)cc1
33 | -30 | COc1ccc(Cc2nc(C(=O)NCc3ccccc3OC)cs2)cc1
10 | -25 | O=C(c1cc(Cl)ccc1Cl)N1CCN(c2ccccn2)CC1
14 | -11 | O=S(=O)(Nc1ccon1)c1ccc(Br)cc1
25 | -35 | Cc1ccc(Nc2nc(Cl)nc(N(C)C#N)n2)cc1
20 | -9 | COC(=O)c1ccc(N2CCN(c3ccccc3)CC2)c(N)c1
21 | 0 | CCCNc1ncnc2sc(C)c(C)c12

# Going on with the list:
OX1R antag-1 | OX1R antag-2 | structure
18 | -19 | CCC(Sc1nc2c(c(=O)[nH]1)CCC2)C(=O)Nc1cccc(OC)c1 (centres undefined)
-2 | -11 | CC1(NC(=O)Cn2cc(C(F)(F)F)ccc2=O)CCS(=O)(=O)C1 (centres undefined)
9 | 9 | CC(C)C(OC(=O)c1ccco1)C(=O)NCc1ccc2c(c1)OCO2 (centres undefined)
24 | -17 | COc1cccc(CNC(=O)c2ccc(CS(=O)(=O)Cc3ccc(C)cc3)o2)c1
33 | 13 | C=CCN(CC=C)C(=S)NC(=O)c1ccc([N+](=O)[O-])cc1
9 | -1 | Cc1ccc(COc2ccsc2-c2n[nH]c(=S)n2C)cc1
18 | -10 | COc1ccc(NC(=O)CN2C(=O)NC3(CCCC3)C2=O)cc1OC
8 | -23 | CC(NC(=O)Nc1ccccc1)C(c1cccs1)N1CCOCC1 (centres undefined)
13 | 5 | O=C1Nc2cc(Cl)c(Cl)cc2N(O)N1c1ccccc1Cl
7 | -20 | O=C(NCCc1c[nH]c2ccccc12)/C(=C/c1cccnc1)NC(=O)c1cccs1

# Single records, as listed above. Order of screens: OX1R antag-1, OX1R antag-2
# CC1(NC(=O)Cn2cc(C(F)(F)F)ccc2=O)CCS(=O)(=O)C1 (centres undefined) is listed as -2, -11
# CCC(Sc1nc2c(c(=O)[nH]1)CCC2)C(=O)Nc1cccc(OC)c1 (centres undefined) is listed as 18, -19
# CC(C)C(OC(=O)c1ccco1)C(=O)NCc1ccc2c(c1)OCO2 (centres undefined) is listed as 9, 9

# Following part:
OX1R antag-1 | OX1R antag-2 | structure
16 | -24 | CCN(CC)S(=O)(=O)c1ccc2oc(SCC3CN=C(c4ccc(OC)cc4)S3)nc2c1 (centres undefined)
12 | -9 | O=C(O)c1ccccc1OCCOCCOc1ccccc1C(=O)O
-5 | -14 | O=C(O)c1ccc(NC(=O)c2cccc(C(=O)Nc3ccc(C(=O)O)cc3)c2)cc1
22 | -6 | CCC(C)(C)N=C(NC#N)Nc1cccnc1
5 | -10 | CCN1CCN(C(=O)c2ccc(OC)c(S(=O)(=O)Nc3ccc(C)cc3)c2)CC1
